PPARg SRC-2 ag: agonists of SRC-2 recruitment by human PPARgamma. activation, % at 8 µM. 0.34% of 200,000 active. PPARgamma LBD-SRC-2 recruitment, biochemical; in the data active = activation above about 22%;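 also: 0% = vehicle and 100% = reference agonist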
Target sequence (P37231 whole entry, looked up, the tested form may be a part): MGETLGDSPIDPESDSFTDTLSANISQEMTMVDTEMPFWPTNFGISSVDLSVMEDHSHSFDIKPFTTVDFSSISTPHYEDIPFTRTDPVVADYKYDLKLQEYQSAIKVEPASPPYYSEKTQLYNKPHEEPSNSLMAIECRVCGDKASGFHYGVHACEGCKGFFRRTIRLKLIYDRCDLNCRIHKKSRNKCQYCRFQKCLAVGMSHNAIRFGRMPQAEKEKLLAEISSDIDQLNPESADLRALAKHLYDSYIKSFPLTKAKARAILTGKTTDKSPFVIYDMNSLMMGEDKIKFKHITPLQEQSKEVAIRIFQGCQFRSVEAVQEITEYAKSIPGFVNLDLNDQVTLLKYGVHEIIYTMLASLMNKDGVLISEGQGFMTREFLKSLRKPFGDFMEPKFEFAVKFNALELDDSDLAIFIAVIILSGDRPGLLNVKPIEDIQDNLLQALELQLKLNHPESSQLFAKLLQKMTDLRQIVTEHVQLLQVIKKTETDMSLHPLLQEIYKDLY
PPARg SRC-3 ag: agonists of human PPARgamma SRC-3 coactivator recruitment; activation, % at 8 µM; 0.26% of 200,000 active; P37231; biochemical PPARgamma/SRC-3 coactivator recruitment assay; in the data active = activation above about 23%;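 also: 0% = DMSO and 100% = reference agonist; some compounds past the cut are filed as inactive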
HMGR II inh: inhibitors of class II HMG-CoA reductase from Enterococcus faecalis. purified E. faecalis HMGR, NADPH absorbance 340 nm kinetic. AID 1066. 0.41% of 190,000 active. inhibition, % at 10 µM;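 active = inhibition above a set limit, the median over all tested compounds plus 3 SD, cut at about 9.5% in these data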;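 also: enzyme runs in reverse so mevalonate oxidation gives rising NADPH absorbance; 0% = complete reaction with DMSO and 100% = background rate lacking mevalonate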
TNAP inh no acc: TNAP (human) inhibition, acceptor-free conditions | 0.26% of 200,000 active | inhibition, % at 20 µM | P05186 | purified TNAP, CDP-star luminescence, 30 min | AID 1012;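 active = tissue-nonspecific alkaline phosphatase inhibition above about 50% at 20 µM in the single-dose screen, limit read from the data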;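 also: 0% = DMSO negative control and 100% = EDTA positive control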
Target sequence (P05186 whole entry, looked up): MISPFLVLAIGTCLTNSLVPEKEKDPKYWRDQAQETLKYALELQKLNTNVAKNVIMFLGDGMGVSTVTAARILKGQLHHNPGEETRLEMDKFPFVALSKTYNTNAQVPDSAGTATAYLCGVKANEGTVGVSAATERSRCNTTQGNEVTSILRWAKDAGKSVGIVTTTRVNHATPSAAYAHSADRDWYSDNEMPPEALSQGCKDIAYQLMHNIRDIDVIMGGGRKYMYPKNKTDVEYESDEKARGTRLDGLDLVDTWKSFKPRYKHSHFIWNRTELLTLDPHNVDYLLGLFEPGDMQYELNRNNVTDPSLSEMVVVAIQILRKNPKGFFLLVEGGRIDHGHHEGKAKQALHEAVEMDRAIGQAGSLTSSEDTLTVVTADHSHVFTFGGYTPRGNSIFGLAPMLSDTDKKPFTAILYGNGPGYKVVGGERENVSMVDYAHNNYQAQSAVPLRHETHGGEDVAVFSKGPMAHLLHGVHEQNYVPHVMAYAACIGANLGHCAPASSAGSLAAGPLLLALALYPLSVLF
PPARg SRC-1 ag: promotes SRC-1 coactivator recruitment by human PPARgamma; P37231; PPARgamma-SRC-1 coactivator recruitment biochemical assay; activation, % at 8 µM; 0.41% of 200,000 active; AID 631; in the data active = activation above about 19%;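 also: 0% = DMSO and 100% = reference agonist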
TNAP act hi DEA: increases human TNAP activity under high phosphate acceptor concentration | purified TNAP, CDP-star luminescence, 1 M DEA, 30 min; stronger effect = higher value; 0 = EDTA background, 1 = DMSO-only activity | 200,000 tested, under 10 active | P05186 | activation factor at 20 µM;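 active = activation factor at least 2 at 20 µM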
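Dosing: 20 µM single point. System: human TNAP. Amount: TNAP 1/800 final. Incubation: 30 min, room temperature. Read-out: TNAP activation factor scaled between EDTA and DMSO control wells. Signal: luminescence from CDP-star hydrolysis. Medium: 1 M DEA, pH 9.8, Mg2+, Zn2+. Control set: EDTA negative control, DMSO positive control.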
TNAP inh hiacc: blocks human TNAP under high phosphate acceptor concentration. AID 1135. 0.03% of 200,000 active. P05186. inhibition, % at 20 µM. purified TNAP, CDP-star luminescence, 1 M DEA;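 active = over 50% inhibition of tissue-nonspecific alkaline phosphatase at 20 µM in the single-dose screen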;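 also: plate controls were DMSO wells for no effect and EDTA-quenched wells as full inhibition for full effect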
SRC2 TRFRET art: counter-screen for PPARgamma SRC-2 recruitment agonists: TR-FRET artefact; stronger effect = higher value; TR-FRET ratio at 8 µM; 0.4% of 200,000 active; AID 1049; in the data active = TR-FRET ratio above about 2000; also: inactives centre near 1500
bIAP activator: intestinal alkaline phosphatase (bovine) activation. purified bovine IAP, CDP-star luminescence, 30 min; stronger effect = higher value; fold of DMSO-control signal, blank-subtracted. activation factor at 20 µM. 0.17% of 200,000 active. AID 1016;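 active = activation factor of 2 or more at 20 µM, a signal rise over negative controls twice the positive control's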
bIAP inhibitor: intestinal alkaline phosphatase (bovine) inhibition | purified bovine IAP, CDP-star luminescence, 30 min | inhibition, % at 20 µM | 190,000 tested, under 10 active | AID 1019;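 active = over 50% inhibition of intestinal alkaline phosphatase at 20 µM in the single-dose screen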
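System: Purified bovine intestinal alkaline phosphatase (IAP) enzyme | Input: IAP diluted 1/65,000,000 in the well | Also added: CDP-star chemiluminescent phosphatase substrate, 30 µM final | Dosing: 20 µM single dose | Times: Enzyme reaction for 30 min at room temperature | Detection: Luminescence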
Active calls of the source: *.

SMILES	PPARg SRC-2 ag	PPARg SRC-3 ag	HMGR II inh	TNAP inh no acc	PPARg SRC-1 ag	TNAP act hi DEA	TNAP inh hiacc	SRC2 TRFRET art	bIAP activator	bIAP inhibitor
CCN(CC)S(=O)(=O)c1ccc(NC2=NS(=O)(=O)c3ccccc32)cc1	-2	-16	2	-9	-8	1.1	-7	1496	1	3
CC(=C/c1ccccc1)/C=N/Nc1nc(N2CCCCC2)nc(N2CCCCC2)n1	-6	-3	-4	-28	-3	1	-2	1488	1	5
CC(=O)c1ccc(NC(=S)NCc2ccc(Cl)cc2Cl)cc1	2	7	-2	-19	0	1	-3	1510	1	-3
Cc1occc(=O)c1OC(=O)Nc1ccc(Cl)c(Cl)c1	6	1	2	-6	6	1	-2	1753	1	3
COCCCNC(=O)c1c(NC(=O)c2cccs2)sc2c1CCCC2	8	8	0	-7	5	1	2	1497	0.9	7
O=C(NCc1cccnc1)c1ccc(N2CCOCC2)c([N+](=O)[O-])c1	0	-2	1	-3	3	1	0	1536	1.1	-5
CCCP(=O)(CCC)CCP(=O)(c1ccccc1)c1ccccc1	-2	1	-6	-8	5	1	2	1582	1	1
Cc1ccc2nc(N/C(=N/S(=O)(=O)c3cccs3)c3ccccc3Cl)sc2c1	4	0	-3	-7	10	1	-5	1538	0.8	16
COc1cc(C2=NOC(C(=O)N3CCN(c4ccc(F)cc4)CC3)C2)cc(OC)c1OC (centres undefined)	-5	-7	5	-5	0	1	-4	1424	1.1	-10
Cc1ccc(CSC2=NCCN2C(=O)c2ccc([N+](=O)[O-])cc2)cc1	1	7	-1	-4	11	1	-2	1715	1	-3
COc1ccc(CCC(=O)NCCc2nc3ccccc3[nH]2)cc1	-11	0	1	-11	6	1.1	-7	1618	1.1	-6
O=C(CC(Nc1ccccc1Cl)C(=O)O)c1ccccc1 (centres undefined)	0	2	0	-2	0	1.1	-5	1549	1.2	-18
COc1cccc(NS(=O)(=O)c2ccc3[nH]cc(C(=O)NC4CC4)c(=O)c3c2)c1	-6	-2	-5	-9	0	1	2	1398	0.9	7
COc1ccc2c(c1)/C(=N/N1C(=O)c3ccccc3C1=O)C(=O)N2	9	5	-4	34	15	1	2	1788	1.1	-6
CCN(C(=O)COc1cccnc1[N+](=O)[O-])C1CCS(=O)(=O)C1 (centres undefined)	4	-2	2	-7	6	1	0	1545	1	3
O=C(NN1CCOCC1)c1cc(S(=O)(=O)Nc2cccc(C(F)(F)F)c2)ccc1Cl	-1	2	-5	-13	-1	1	4	1423	0.7	28
O=C1CS/C(=N\C(=O)N2c3ccccc3Sc3ccccc32)N1	-10	0	0	-16	-2	1	-1	1469	0.9	12
Nc1nncn1C(=O)c1cc(Br)ccc1Cl	8	4	-1	-11	3	1	-1	1507	0.9	7
C/C=C/c1ccc(OCCn2cncn2)c(OC)c1	-4	4	-1	-8	1	1	0	1440	1	0
COC(=O)C(Cc1cncn1COCc1ccccc1)NC(=O)OC(C)(C)C (centres undefined)	4	12	-6	-14	14	1.1	-6	1563	1	4

Whole records, quoted from the list:
`Nc1nncn1C(=O)c1cc(Br)ccc1Cl` is listed as PPARg SRC-2 ag = 8; PPARg SRC-3 ag = 4; HMGR II inh = -1; TNAP inh no acc = -11; PPARg SRC-1 ag = 3; TNAP act hi DEA = 1; TNAP inh hiacc = -1; SRC2 TRFRET art = 1507; bIAP activator = 0.9; bIAP inhibitor = 7
`O=C(NN1CCOCC1)c1cc(S(=O)(=O)Nc2cccc(C(F)(F)F)c2)ccc1Cl` is listed as PPARg SRC-2 ag = -1; PPARg SRC-3 ag = 2; HMGR II inh = -5; TNAP inh no acc = -13; PPARg SRC-1 ag = -1; TNAP act hi DEA = 1; TNAP inh hiacc = 4; SRC2 TRFRET art = 1423; bIAP activator = 0.7; bIAP inhibitor = 28

(more compounds)
SMILES	PPARg SRC-2 ag	PPARg SRC-3 ag	HMGR II inh	TNAP inh no acc	PPARg SRC-1 ag	TNAP act hi DEA	TNAP inh hiacc	SRC2 TRFRET art	bIAP activator	bIAP inhibitor
O=C(Cc1ccc2c(c1)OCCO2)N1CCN(S(=O)(=O)c2ccccc2C(F)(F)F)CC1	-1	1	-8	0	6	1	3	1568	1.3	-29
O=C(OCC(=O)N1CCN(C(=O)c2ccco2)CC1)c1ccccc1	0	4	2	-3	4	1.1	-9	1475	0.9	10
Cc1cc(C)nc(SCCN(C)C)n1	-2	6	2	2	-5	0.9	5	1498	1.1	-9
Cc1c(-c2nnnn2-c2ccc(F)cc2)cnc2cc3c(cc12)OCO3	0	-11	0	-10	0	1	-3	1450	0.9	6
Cc1c(C(=O)CN2CCSCC2)c2ccccc2n1C	-2	7	2	-5	-3	1	0	1677	0.9	5
COc1ccc2[nH]c(=O)c(CN(CCCN3CCOCC3)C(=O)NCc3ccccc3)cc2c1	-2	-2	-4	-10	6	1	-1	1428	1	-3
O=C1CN(S(=O)(=O)c2ccccc2)c2ccccc2N1	1	-4	-1	-8	2	1	-1	1627	1	0
Cc1cc(NC(=O)CN2CCN(S(=O)(=O)c3ccc4ccccc4c3)CC2)no1	5	9	0	-15	0	1	2	1575	1	-2
COc1ccc(C(=O)N/N=C/c2ccc(OC(=O)c3cccc4ccccc34)c([N+](=O)[O-])c2)cc1	-11	1	-3	-9	-11	1	4	1546	1	-3
C=CCn1c(SCC(=O)NCCc2ccccc2)nnc1C(C)NC(=O)c1cccs1 (centres undefined)	4	-4	1	-11	-2	1	-1	1360	1	2
COc1cccc(C(C)NC(=O)c2c(F)cccc2Cl)c1 (centres undefined)	-2	1	0	-8	-2	1.1	-5	1626	1.1	-6
NS(=O)(=O)c1ccc(N/N=C/c2ccc3c(c2)OCO3)c([N+](=O)[O-])c1	8	12	-2	15	7	0.9	15	1857	0.8	21
COc1ccc(-c2ccc(=O)n(CC(=O)Nc3nnc(C(C)C)s3)n2)cc1OC	-12	6	-7	-10	0	1	-5	1517	1	3
O=C(COC(=O)C1c2ccccc2Oc2ccccc21)NC1CCS(=O)(=O)C1 (centres undefined)	-1	4	2	-3	7	1	4	1509	0.9	6
Cc1cccc(Cc2cnc(N3C(=N)SC(C)C3=O)s2)c1 (centres undefined)	-8	-5	-3	-24	-4	1	-3	1504	0.9	7
CC(NC(=O)Nc1nnc(C(F)(F)F)s1)N1C(=O)C2C3C=CC(C3)C2C1=O (centres undefined)	1	-7	-1	-10	8	1	-5	1421	0.9	9
O=Cc1ccc(OCC(=O)N2CCOCC2)cc1	11	3	-1	-1	3	1	-1	1542	1	0
O=C1c2ccccc2C(O)(Cc2ccccc2)N1CCCN1CCOCC1 (centres undefined)	1	6	-8	-6	6	1	2	1565	1	4
Cc1sc2nc(C3CC3)nc(SCC(=O)N3CCc4ccccc4C3)c2c1C	6	16	0	10	3	1	1	1577	1.1	-10
Cc1cccc(-c2nc(Nc3ccc(N4CCOCC4)cc3)c3ccccc3n2)c1	-3	-2	3	-2	-1	1	-4	1607	1.1	-10
Cc1cc(C)nc(-n2nc(C)c3c(=O)[nH]c(C(F)(F)F)nc32)n1	2	-2	-1	-8	5	1	-3	1626	0.9	5
O=[N+]([O-])c1cccc(S(=O)(=O)N/N=C/c2ccc(O)cc2)c1	5	-2	4	-7	9	1	2	1595	0.9	14
COc1ccc(OC)c(-n2c(CNC3CCN(Cc4ccccc4)CC3)nc3ccccc3c2=O)c1	7	9	0	-8	10	1.1	-8	1767	1	0
CC(=O)Nc1cccc(S(=O)(=O)N2CCCCCC2)c1	2	7	-1	-6	-7	1	0	1519	0.9	11
CCCn1c(=O)c2ccccc2n2c(Sc3nnnn3-c3ccccc3)nnc12	-5	-5	3	-7	-5	1.1	-10	1474	0.9	11
C=CCN=C(C)C1=C(O)CCC1=O	-10	-13	-11	-8	0	1	2	1581	0.8	16
COc1ccc(-c2cc(C(F)F)n3ncc(C(=O)Nc4cnn(Cc5ccccc5)c4)c3n2)cc1	-1	3	-2	-7	2	1.1	-7	1613	0.9	7
COc1ccc(/C(C)=N/OCC(=O)N=Nc2c(O)[nH]c3ccc(Br)cc23)cc1	-5	1	-1	-26	1	1	2	1408	0.9	6
Cc1ccc(S(=O)(=O)N2CCC(C(=O)N3Cc4ccccc4C3)CC2)cc1	6	-5	-5	-9	8	1.1	-6	1402	1	1
Cn1c(=N)n(CC(=O)C(C)(C)C)c2ccccc21	-5	-7	-2	1	5	1	-3	1664	1	4
CC1=Nc2ncnn2C(c2ccccc2)/C1=N\O (centres undefined)	-8	-14	-2	-13	-2	1.1	-6	1353	0.9	6
CC1Cc2ccccc2N1C(=O)CSc1nnc(-c2ccc(S(=O)(=O)N3CCCC3)cc2)o1 (centres undefined)	6	-7	-9	-2	8	1.1	-5	1433	0.9	12
Cc1cc(C)c(S(=O)(=O)n2c([N+](=O)[O-])cnc2C)cc1C	7	2	-4	-18	-1	1	3	1611	0.9	11
CCOC(=O)c1ccc(OCC(=O)c2ccc(O)cc2O)cc1	10	5	-4	-8	5	1.1	-6	1656	1	-2
O=C1C2C3C=CC(C3)C2C(=O)N1Nc1c(Cl)cc(Cl)cc1Cl (centres undefined)	2	8	-3	-6	0	1	-4	1397	1	-1
CC1=C(C(=O)OCc2ccccc2)C(c2ccc(C(C)(C)C)cc2)NC(=O)N1CCCCCC(=O)O (centres undefined)	-6	1	3	-7	-1	1	-4	1441	1.1	-7
CCSc1nc2ccccc2n1CC(=O)N1CCCCC1	-4	-12	-8	-8	3	1	-2	1643	1.1	-10
COC(=O)c1cccc(S(=O)(=O)N2CCC(NC(=O)Nc3cccc(F)c3)CC2)c1	0	-1	-1	-11	8	1	-5	1668	1.1	-8
CCOc1cc(N2CCOCC2)c(OCC)cc1NC(=O)c1ccc(C)cc1	-7	2	-3	-7	10	1	-2	1764	1.1	-10
CC1=C(C(=O)OC(C)(C)C)C(c2cccs2)NC(=O)N1 (centres undefined)	-3	1	0	-10	-5	1	4	1566	1	-1
Cc1ccc(OCCn2cc(Br)c(=O)[nH]c2=O)cc1	-4	-7	3	-16	-10	1.1	-7	1518	1	0
CCOC(=O)c1ccccc1NS(=O)(=O)c1ccc(C)cc1	-2	-2	1	-5	-4	1	-2	1351	0.9	8
O=C1C=C(O)CC(c2ccc(Cl)c(Cl)c2)C1 (centres undefined)	6	8	1	-6	-1	1	1	1375	1	3
CCCc1cc(=O)[nH]c(SCC(=O)Nc2ccc(OC(F)F)cc2)n1	-5	-1	1	-16	-2	1.1	-8	1460	1	4
COc1cc(-c2nnc(COC(=O)c3cc(C)nc4ccc(C)cc34)o2)cc(OC)c1OC	-13	-9	-2	-14	-1	1	-4	1267	1	2
CCC1(CC)NC(=O)N(CC(=O)N2N=C(c3ccc(Cl)cc3)CC2c2ccco2)C1=O (centres undefined)	-7	3	-3	-7	2	1.1	-5	1377	1	-3
O=C(Nc1ccncc1)c1cc2ccccc2o1	-4	0	-5	-5	-4	1.1	-8	1282	0.8	21
c1ccc(OCc2nn3c(Cn4nnc5ccccc54)nnc3s2)cc1	-10	-4	-2	8	-2	1	4	1383	0.9	7
O=C(CSc1nnc(Cc2ccccc2)o1)N1CCCc2ccccc21	12	-5	-2	-9	2	1	-1	1647	0.8	15

Just HMGR II inh, for some of the entries so far:
SMILES	HMGR II inh
O=C(Nc1ccncc1)c1cc2ccccc2o1	-5
Cc1ccc(OCCn2cc(Br)c(=O)[nH]c2=O)cc1	3

Source: PubChem BioAssay (several laboratories)
